# JMJD2A Tudor – qHTS Assay for Inhibitors of JMJD2A-Tudor Domain | Lysine-specific demethylase 4A (Homo sapiens), O75164 | AlphaScreen JMJD2A-Tudor / H3K4me3 peptide binding | Potency, µM (doses to about 114 µM), without a hit: at the highest dose activity change, negative = inhibition, actives largely listed as inhibitors | 390,000 compounds, 4.4% hits; note: % is set by controls: 0 for no effect and ±100 for the full control effect; nearly all actives have a fitted effect of over 50% in size
# RGS4 inhibitor – Inhibitors of Regulator of G Protein Signaling (RGS) 4: qHTS. Regulator of G-protein signaling 4 (Homo sapiens), P49798. Transcreener GDP fluorescence polarization, RGS4-accelerated GTP hydrolysis. Potency, µM (top dose mostly 114 µM), without a hit: top-dose activity change, negative = inhibition, actives largely listed as inhibitors. 390,000 compounds, 0.039% hits. AID 504845, 2011; note: % is set by controls: 0 for no effect and ±100 for the full control effect; nearly all actives have a fitted effect of over 75% in size; some results filed as inactive show a strong effect at the top dose
#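 MLSMR compounds (23 nl, pin-transferred) preincubated 10 min at room temperature with a 500nM (2x) first reagent, then RGS4 at 900nM (2x) plus Transcreener GDP mix added; fluorescence polarization (620/688 nm) read before and after 90 min at 30 °C.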
# rTrxR1 inhibitor – qHTS Assay for Inhibitors of Mammalian Selenoprotein Thioredoxin Reductase 1 (TrxR1): qHTS; Thioredoxin reductase 1, cytoplasmic (Rattus norvegicus), O89049; recombinant rTrxR1, NADPH fluorescence consumption, selenite substrate; Potency, µM (titrated, usually from 114 µM), inactives show top-dose activity change, negative = inhibition, most hits filed as inhibitors; 390,000 compounds, 1% hits; AID 588453, 2011; note: % is set by controls: 0 for no effect and ±100 for the full control effect; nearly all actives have a fitted effect of over 65% in size
# Target sequence (O89049 whole entry, looked up): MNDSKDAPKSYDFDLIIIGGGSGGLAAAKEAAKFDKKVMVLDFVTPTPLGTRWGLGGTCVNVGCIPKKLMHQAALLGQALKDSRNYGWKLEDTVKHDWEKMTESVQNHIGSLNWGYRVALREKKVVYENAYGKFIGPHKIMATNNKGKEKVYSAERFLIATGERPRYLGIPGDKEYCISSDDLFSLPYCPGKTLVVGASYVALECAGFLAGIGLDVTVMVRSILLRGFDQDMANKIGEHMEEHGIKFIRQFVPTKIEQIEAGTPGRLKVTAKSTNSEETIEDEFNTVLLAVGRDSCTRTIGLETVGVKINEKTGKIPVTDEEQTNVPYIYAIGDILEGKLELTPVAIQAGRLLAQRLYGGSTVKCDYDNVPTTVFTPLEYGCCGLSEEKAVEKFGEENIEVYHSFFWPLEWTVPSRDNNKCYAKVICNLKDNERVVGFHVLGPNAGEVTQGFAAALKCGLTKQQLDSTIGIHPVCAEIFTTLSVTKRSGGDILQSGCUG
#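 Rat TrxR1 (90 nM in the dispensed reagent) was pre-reduced with 400 uM NADPH for 5 min at room temperature, then incubated with compound for 15 min. After 400 uM selenite was added, NADPH fluorescence (Ex 340/Em 450 nm) was followed for 8 min.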
# GLS inh – qHTS for Inhibitors of Glutaminase (GLS). Glutaminase kidney isoform, mitochondrial (Homo sapiens), O94925. GLS enzymatic activity, qHTS titration. Potency, µM (series often up to 45.5 µM), for the others: at the top dose activity change, negative = inhibition, hits mostly inhibitors. 410,000 compounds, 0.21% hits; note: % is set by controls: 0 for no effect and ±100 for the full control effect
#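 hKGA in 45 mM KH2PO4 pH 8.2, 0.02% Tween-20 with pin-transferred compounds; 1 mM L-glutamine (stock) plus glutamate oxidase/HRP/Amplex Red coupling added. Fluorescence read initially and after 30 min at RT.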
# HP1b chromo inh – HTS for Inhibitors of HP1-beta Chromodomain Interactions with Methylated Histone Tails | AlphaScreen HP1-beta / biotin-H3K9me3 peptide binding | Chromobox protein homolog 1 (Homo sapiens), P83916 | Potency, µM (top dose mostly 114 µM), without a hit: at the highest dose activity change, negative = inhibition, hits mostly inhibitors | 390,000 compounds, 0.56% hits; note: nearly all actives have a fitted effect of over 70% in size; inactives centre near 23
# Target sequence (P83916 whole entry, looked up): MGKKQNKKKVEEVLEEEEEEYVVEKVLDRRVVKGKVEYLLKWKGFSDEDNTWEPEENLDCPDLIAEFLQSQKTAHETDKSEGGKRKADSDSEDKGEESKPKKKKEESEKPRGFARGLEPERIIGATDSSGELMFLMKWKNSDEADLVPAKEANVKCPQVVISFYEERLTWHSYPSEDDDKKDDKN
#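 Compound inhibition of the preformed complex between 50 nM HP1-beta and 50 nM biotinylated H3K9me3 peptide was read by AlphaScreen. Buffer was PBS pH 7.4 with 0.01% Tween-20. Incubations ran 30 min at room temperature, with 10 ug/mL donor/acceptor beads.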
# Pin1 inh – qHTS Assay to Find Inhibitors of Pin1. Peptidyl-prolyl cis-trans isomerase NIMA-interacting 1 (Homo sapiens), Q13526. Pin1 FP peptide displacement, HiFluor488, 10 min. Potency, µM (doses to about 115 µM), for inactives: top-dose activity, negative = inhibition, most hits filed as inhibitors. 390,000 compounds, 0.009% hits. AID 504891, 2011; active = well fitted inhibition curve with a large enough effect in the polarisation, with a control signal flat, not every such curve was filed as active; inconclusive = small, poorly fitted or top-dose-only effect, or effect the other way, or a change in a side signal; inactive = no such curve, though single readings can be large or run the other way; the % refers to the polarisation; note: % is set by controls: 0 for no effect and ±100 for the full control effect
# Target sequence (Q13526 whole entry, looked up): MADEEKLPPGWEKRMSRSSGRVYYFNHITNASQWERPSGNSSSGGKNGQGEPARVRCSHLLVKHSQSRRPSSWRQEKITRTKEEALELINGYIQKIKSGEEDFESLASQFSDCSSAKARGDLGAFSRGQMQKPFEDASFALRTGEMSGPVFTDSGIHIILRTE
# ERG-DNA inh – qHTS for Small Molecule Inhibitors of the ERG Ets/DNA interaction; Transcriptional regulator ERG (Homo sapiens), P11308; fluorescence polarization, His-ERG Ets domain / labelled DNA; Potency, µM (highest dose often 76.9 µM), for inactives: top-dose FP activity, negative = inhibition, most hits filed as inhibitors; 370,000 compounds, 0.028% hits; AID 624246, 2012; active = well fitted inhibition curve with a large enough effect in the polarisation, with a control signal flat; inconclusive = small, poorly fitted or top-dose-only effect, or effect the other way, or a change in a side signal; inactive = no such curve, though single readings can be large or run the other way; the % refers to the polarisation;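 note: polarization taken with two DNA probes labelled with fluorescein and Texas red; % of control where 0% means no effect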
#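 His-tagged ERG Ets domain (1 uM in the protein solution; 300mM KCl, 50mM Tris-HCl, 1mM EDTA, 1mM DTT, pH 7.5) received compound, then a probe mix of 5 nM fluorescein-DNA and 100nM Texas-615-DNA. Fluorescence polarization was read for both dyes.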
# 12-LOX inh – Primary qHTS assay for inhibitors of human arachidonate 12S-lipoxygenase (ALOX12): Round 2; Polyunsaturated fatty acid lipoxygenase ALOX12 (Homo sapiens), P18054; purified 12hLO, xylenol orange hydroperoxide absorbance; Potency, µM (highest dose often 108 µM), for inactives: top-dose activity change, negative = inhibition, hits mostly inhibitors; 580,000 compounds, 1.1% hits; AID 1671190, 2021; note: % is set by controls: 0 for no effect and ±100 for the full control effect
#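 Hydroperoxide product was detected by ferrous iron/xylenol orange as the 573 to 405 nm absorbance ratio. Arachidonic acid at 40 uM (final) was turned over for 30 min at room temperature by 150 nM human 12hLO, pH 7.0 Hepes buffer, after 15 min compound preincubation.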
# PGK inhibitor – qHTS Assay to Find Inhibitors of Phosphoglycerate Kinase; Phosphoglycerate kinase, glycosomal (Trypanosoma brucei brucei), P07378; PGK/GAPDH coupled, Kinase-Glo luminescence, 60 min; Potency, µM (titrated, usually from 57.5 µM), for the others: at the highest dose activity change, negative = inhibition, actives largely listed as inhibitors; 380,000 compounds, 0.043% hits; note: % is set by controls: 0 for no effect and ±100 for the full control effect; nearly all actives have a fitted effect of over 60% in size
#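 Recombinant glycosomal PGK reaction used 1,3-bisphosphoglycerate generated in-well by GAPDH (100nM final) in 100mM TEA pH 7.6, 5mM MgCl2, 0.01% Tween-20. After 60 minutes at room temperature, ATP was read by Kinase-Glo Plus luminescence end-point.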
# The depositor's hits bear a star; i = inactive; ? = inconclusive; . = not tested or not shown; [ ] = another dose, or the depositor's remark. Unless noted, calls come from the whole dose curve; as a rule, active = well fitted curve in the direction sought with a large enough effect; inconclusive = small, poorly fitted or top-dose-only effect, or another doubt; inactive = no such curve, though single readings can be large; an effect the other way counts as inactive or inconclusive. Potency is the fitted concentration of half-maximal effect. An excerpt. The share of hits here may be higher or lower than overall.
1: CC1CC(NC(=O)/C(C#N)=C/c2ccc[nH]2)CC(C)(C)C1 (stereo not given)
2: CCOC(=O)Cc1nn(CCc2ccccn2)c(=O)c2ccccc12
3: CCN1CCN(Cc2ccc(NC(=O)Nc3ccccc3Cl)cc2)CC1
4: COc1ccc(C(=O)N=c2nc3ccccn3s2)cc1
5: O=C(NC(=S)Nc1ccc(Oc2ccc(Cl)cc2)cc1)c1ccccc1

Assay by compound,1,2,3,4,5
JMJD2A Tudor,0%,2%,-25%,?,-32%
RGS4 inhibitor,-14%,26%,11%,-46%,?
rTrxR1 inhibitor,17%,4%[57.1 µM],-2%,3%,-33%
GLS inh,-6%,-4%,-4%,-1%,7%
HP1b chromo inh,30%,20%,12%,-10%,-18%
Pin1 inh,0%,2%,0%,0%,-2%
ERG-DNA inh,-7%,-1%,-7%,-2%,2%
12-LOX inh,-110%,1%,-12%,?,8.9µM*
PGK inhibitor,-3%,-11%,-3%,-19%,i

# Next section; it opens with the 2 that closed the last part.
4: COc1ccc(C(=O)N=c2nc3ccccn3s2)cc1
5: O=C(NC(=S)Nc1ccc(Oc2ccc(Cl)cc2)cc1)c1ccccc1
6: CCN(CC)C(=O)Cn1cc(C(=O)C(=O)N(CC)C2CCCCC2)c2ccccc21
7: Cc1ccc(CNC(=O)Cn2ccn(-c3cccc(Cl)c3)c(=O)c2=O)cc1
8: Cc1ccc(-c2[nH]c3ccccc3c2C(C[N+](=O)[O-])c2ccco2)cc1 (stereo not given)
9: COC(C[C@@H]1O[C@H]1C(=O)[C@@H](C)OCc1ccccc1)OC
10: NS(=O)(=O)c1ccc(CNC(=O)c2ccccc2SCC(=O)N2CCCC2)cc1

Assay by compound,4,5,6,7,8,9,10
JMJD2A Tudor,?,-32%,6%,-4%,?,2%,-4%
RGS4 inhibitor,-46%,?,-16%,10%,-34%,-7%,-10%
rTrxR1 inhibitor,3%,-33%,5%,5%,?,22%,7%
GLS inh,-1%,7%,6%,5%,-4%,-10%,5%
HP1b chromo inh,-10%,-18%,20%,52%[activator],-7%,43%[activator],26%
Pin1 inh,0%,-2%,-7%,5%,27%,-1%,?
ERG-DNA inh,-2%,2%,-1%,4%,-4%,3%,6%
12-LOX inh,?,8.9µM*,3%,-29%,284%[activator],-13%,-18%
PGK inhibitor,-19%,i,17%,i,-3%,-10%,-6%

11: COCCNC(=O)c1ccc2c(c1)C(=O)c1ccccc1-2
12: O=C(c1ccco1)N1CCN(C(=O)c2ccc(-c3ccc(Cl)cc3)o2)CC1
13: OCC1OC(n2ccc3c(SCc4ccccc4)ncnc32)C(O)C1O (stereo not given)
14: Cc1nc(=O)c(-c2ccccc2)c(C)n1CCO
15: C=CCn1c(CCNC(=O)c2cccs2)nnc1SCC(=O)c1ccc(Br)cc1

Assay by compound,11,12,13,14,15
JMJD2A Tudor,-13%,?,-9%,-4%,-20%
RGS4 inhibitor,-5%,-13%,-8%,31%,-52%
rTrxR1 inhibitor,21%,-9%,7%[11.4 µM],-3%[57.1 µM],?
GLS inh,-4%,1%,-3%,13%,13%
HP1b chromo inh,31%,-13%,37%,8%,28%
Pin1 inh,-11%,0%,-7%,-2%,3%
ERG-DNA inh,14%,1%,-3%,1%,10%
12-LOX inh,-10%,64%,-21%,37%[activator],-30%
PGK inhibitor,.,2%,-1%,-2%,0%

# Sorted by the number under GLS inh (highest first): some entries from above
No.	compound	JMJD2A Tudor	RGS4 inhibitor	rTrxR1 inhibitor	GLS inh	HP1b chromo inh	Pin1 inh	ERG-DNA inh	12-LOX inh	PGK inhibitor
10	NS(=O)(=O)c1ccc(CNC(=O)c2ccccc2SCC(=O)N2CCCC2)cc1	-4%	-10%	7%	5%	26%	?	6%	-18%	-6%
13	OCC1OC(n2ccc3c(SCc4ccccc4)ncnc32)C(O)C1O (stereo not given)	-9%	-8%	7%[11.4 µM]	-3%	37%	-7%	-3%	-21%	-1%
8	Cc1ccc(-c2[nH]c3ccccc3c2C(C[N+](=O)[O-])c2ccco2)cc1 (stereo not given)	?	-34%	?	-4%	-7%	27%	-4%	284%[activator]	-3%

# Going on with the list.
16: COc1ccccc1C(=O)Nc1nnc(C)s1
17: Cc1ccc2c(=O)cc(C(=O)Nc3ccc(S(=O)(=O)N4CCC(C)CC4)cc3)oc2c1C
18: CCC(=O)Nc1ccc(NC(=S)NC(=O)/C=C/c2ccccc2)cc1
19: O=C1OC(c2ccccc2)(c2ccc(O)cc2)c2ccccc21 (stereo not given)

Assay by compound,16,17,18,19
JMJD2A Tudor,-13%,-15%,-33%,-19%
RGS4 inhibitor,-17%,22%,?,22%
rTrxR1 inhibitor,15%,15%,-17%,4%[57.1 µM]
GLS inh,-17%,5%,1%,5%
HP1b chromo inh,19%,20%,13%,11%[57 µM]
Pin1 inh,3%,-11%,29%,-4%
ERG-DNA inh,-5%,-6%,-15%,-2%
12-LOX inh,-6%,-12%,8%,?
PGK inhibitor,-6%,8%,1%,3%

# Structures shown so far containing a furan ring, fused or not:
8: Cc1ccc(-c2[nH]c3ccccc3c2C(C[N+](=O)[O-])c2ccco2)cc1 (stereo not given)
12: O=C(c1ccco1)N1CCN(C(=O)c2ccc(-c3ccc(Cl)cc3)o2)CC1

Assay by compound,8,12
JMJD2A Tudor,?,?
RGS4 inhibitor,-34%,-13%
rTrxR1 inhibitor,?,-9%
GLS inh,-4%,1%
HP1b chromo inh,-7%,-13%
Pin1 inh,27%,0%
ERG-DNA inh,-4%,1%
12-LOX inh,284%[activator],64%
PGK inhibitor,-3%,2%

# Source: PubChem
